KAT2A inh: inhibitors of human GCN5L2 histone acetyltransferase. Potency, µM (doses to about 58.9 µM), without a hit: at the highest dose activity change, negative = inhibition, usual class: inhibitors. 0.21% of 390,000 active. AID 504327. GCN5L2 HAT assay, ThioGlo1 CoA-SH fluorescence
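Fluorescence readout, Ex340nm/Em540nm: ThioGlo1 (50uM final) reacts with free CoA thiol released as 20nM GCN5L2 acetylates H3(1-25) peptide (75uM) using acetyl-CoA (70uM). Compound and enzyme sat 15 min beforehand; 20 min room-temperature reaction.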
FEN1 inh: inhibitors of human flap endonuclease 1 | Recombinant FEN1 flap cleavage, fluorescence, 15 min | Potency, µM (series often up to 114 µM), without a hit: at the highest dose activity change, negative = inhibition, hits mostly inhibitors | P39748 | 0.35% of 390,000 active; also: nearly all actives have a fitted effect of over 65% in size
Target sequence (P39748 whole entry, looked up): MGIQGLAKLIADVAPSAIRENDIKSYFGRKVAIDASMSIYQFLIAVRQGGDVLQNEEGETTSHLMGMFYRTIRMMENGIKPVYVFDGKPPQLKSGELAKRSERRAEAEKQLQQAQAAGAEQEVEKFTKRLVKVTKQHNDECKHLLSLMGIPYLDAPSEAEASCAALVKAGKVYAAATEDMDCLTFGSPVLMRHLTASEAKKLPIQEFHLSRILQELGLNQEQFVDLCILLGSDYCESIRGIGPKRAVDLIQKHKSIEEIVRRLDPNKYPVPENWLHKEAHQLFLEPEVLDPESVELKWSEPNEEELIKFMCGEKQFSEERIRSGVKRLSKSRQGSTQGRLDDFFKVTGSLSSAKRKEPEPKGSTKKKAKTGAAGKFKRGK
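Enzyme 10 nM, 15 min RT preincubation with compound; start with substrate 50 nM final; reads at 0 and 15 min; qHTS titration, four-parameter Hill fit.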
N370S GC mod: inhibitors or activators of N370S glucocerebrosidase for Gaucher disease | P04062 | N370S GC spleen homogenate, 4MU-glucoside fluorescence | 0.092% of 330,000 active | Potency, µM (doses to about 59.4 µM), for the others: at the top dose activity change, negative = inhibition, most hits filed as inhibitors;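 also: 0% = full enzyme activity and -100% = no enzyme basal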
Active calls of the source: *; ? = inconclusive; . = no result given. Calls follow the shape of the dose curve; as a rule, active = well fitted curve in the direction sought with a large enough effect; inconclusive = small, poorly fitted or top-dose-only effect, or another doubt; inactive = no such curve, though single readings can be large; an effect the other way counts as inactive or inconclusive. Unless noted, % is scaled to controls: 0 for no effect and ±100 for the full control effect; potency is read from the fitted curve at half-maximal effect. These rows are one share of the data; count on the stated rates, not on these rows.

SMILES	KAT2A inh	FEN1 inh	N370S GC mod
COc1ccc(OC)c(C(=O)COC(=O)CNC(=O)C2CCCCC2)c1	-3%	-2%	20%
COc1ccc(Br)c(OC)c1C(=O)NC(=O)Nc1c(F)cccc1F	-4%	13%	-8%
COc1ccc2cc3cc(C(=O)NCCc4ccc(OC)c(OC)c4)oc3nc2c1	-12%	?	-2%
CCOC(=O)Cc1csc(NC(NC(=O)CC)(C(F)(F)F)C(F)(F)F)n1	-3%	5%	-25%
COc1ccc(C2CC(c3ccc(Br)cc3)=NN2C(=O)CCC(=O)O)cc1OC (stereo not given)	9%	-8%	0%
COc1ccc(-c2noc(CN3CCCCC3)n2)cc1OC	1%	-1%	1%
CC(C)NC(=O)NC(=O)COC(=O)c1cc(S(=O)(=O)N2CCCCC2)ccc1N1CCOCC1	-5%	11%	2%
CC(CCc1ccccc1)NC(=O)C1CCN(S(=O)(=O)N2CCOCC2)CC1 (stereo not given)	-4%	-1%	-10%
CN(CCCCCCCCCCN(C)C(=O)Oc1cccc([N+](C)(C)C)c1)C(=O)Oc1cccc([N+](C)(C)C)c1	-21%	5%	-16%
O=C(C(=O)N1CCCc2ccccc21)c1c[nH]c2ccccc12	-14%	-8%	-5%
CCOc1ccc2nc(NC(=O)CN3C(=O)C4CCCCC4C3=O)sc2c1 (stereo not given)	-4%	5%	6%
CCCCCCC(=O)N/N=C/c1ccco1	2%	5%	12%
N#C/C(=C/c1ccc(O)cc1)C(=O)NCc1ccc(Cl)cc1	-7%	-6%	1%
Cc1ccc(NC(=O)CN(C)C(=O)c2cccc(S(=O)(=O)N3CCc4ccccc43)c2)cc1	-8%	8%	.
O=C(Nc1ccc(-c2nc3ncccc3o2)cc1)c1ccco1	-11%	1%	6%
COc1c(N2CCNC(C)C2)c(F)cc2c(=O)c(C(=O)O)cn(C3CC3)c12 (stereo not given)	.	?	-5%
CCOc1ccc(CN(CCO)CCO)cc1[N+](=O)[O-]	17%	31%	-4%
Cc1ccc(S(=O)(=O)Nc2nc3n(n2)C(c2ccccc2Cl)C=C(c2ccccc2)N3)cc1 (stereo not given)	-7%	13%	.
CCOc1ccc(N2CC(C(=O)Nc3cc(Cl)ccc3-n3cncn3)CC2=O)cc1 (stereo not given)	-4%	0%	-9%
CCN1CCN(C(=O)C2CC(=O)N(c3ccc(Cl)cc3)C2)CC1 (stereo not given)	-2%	1%	-6%
O=C(CS(=O)(=O)c1cccc(C(F)(F)F)c1)Nc1ccccc1Cl	0%	-21%	3%
CCCCN(CC)CCCNC(=O)C1CCCN(c2ncnc3c2nc2n3CCCCC2)C1 (stereo not given)	-10%	1%	.
COc1ccc(CCNc2ccc(C(CC(N)=O)NC(=O)Cc3ccc(Br)cc3)cc2[N+](=O)[O-])cc1 (stereo not given)	3%	13%	3%
COc1ccc(NC(=O)CCC(=O)c2cccs2)cc1S(=O)(=O)Nc1ccccc1Cl	-4%	-8%	?
Cc1ccccc1S(=O)Cc1ccc(C(=O)NCCCN2CCCCC2)o1 (stereo not given)	-23%	-3%	1%

(cont.)
SMILES	KAT2A inh	FEN1 inh	N370S GC mod
Cc1ccc(NC(=O)CCC(=O)NNC(=O)CCc2ccccc2)c(C)c1	-1%	-4%	18%
O=S(=O)(Cc1ccccc1Cl)N1CCN(Cc2ccc3c(c2)OCO3)CC1	-5%	-3%	-7%
N#Cc1ccc(COC(=O)CN2C(=O)NC3(CCCC3)C2=O)cc1	-6%	5%	-2%
CN1CCN(C(=O)CCN2C(=O)/C(=C\c3ccc(F)cc3)SC2=S)CC1	-1%	8%	.
CC(=O)Nc1ccc(-c2csc(Nc3ncccn3)n2)cc1	-3%	21%	-3%
O=C(O)c1cccc(S(=O)(=O)Nc2cccc(S(=O)(=O)N3CCCCCC3)c2)c1	-2%	3%	2%
CC(=O)Nc1ccc(/C=N\NC(=O)CNS(=O)(=O)c2ccc([N+](=O)[O-])cc2)cc1	-8%	-7%	-2%
COc1ccc(OC)c(C(C)NC(=O)C23CC4CC(CC(C4)C2)C3)c1 (stereo not given)	-13%	9%	17%
Cc1ccc(NC(=S)NCCC(c2ccccc2)c2ccccc2)c(C)c1	-5%	-18%	19%
O=C(COC(=O)c1ccc([N+](=O)[O-])o1)Nc1cccc2ccccc12	-3%	?	-9%
CCCS(=O)(=O)Nc1cc(-c2cn3cccc(C)c3n2)ccc1C	-8%	1%	.
CCSc1nnc2c(n1)OC(c1ccc(OC)cc1OC)N(C(C)=O)c1ccccc1-2 (stereo not given)	-9%	13%	.
CN1CC(=O)Nc2ccccc2C1=O	-15%	16%	0%
CCOC(=O)c1ccc(NC(=O)c2ccco2)cc1	-4%	-6%	4%
COc1ccc(C2C(C#N)=C(N)Oc3c2sc2nc(C)cc(C)c32)cc1 (stereo not given)	-3%	-9%	4%
CCN1C(=O)/C(=C\N(C(C)=O)c2ccccc2)OC1=S	-10%	-3%	7%
CN(C)CCCN(Cc1ccccc1)C(=S)Nc1ccc(OC(F)F)cc1	1%	-4%	-4%
CC(C)NC(=O)C(=O)Nc1ccc2c(c1)N(S(=O)(=O)c1cccs1)CCC2	-4%	11%	6%
C=CCNC(=S)N/N=C/c1ccc(N(CC)Cc2ccccc2)cc1	-16%	-6%	1%
CCOC(=O)c1nc(S(C)(=O)=O)ncc1Cl	2%	-19%	6%
O=C(O)CC1(CC(=O)N2CCC(C(=O)O)CC2)CCCC1	-22%	-3%	-8%
Cc1[nH]ccc(=O)c1OCc1ccccc1	-19%	6%	0%
O=C(c1cccs1)N1CCC(c2nc3c(nnn3Cc3ccccc3)c(=O)[nH]2)CC1	1%	-3%	-10%
CCOC(=O)NC1(C(F)(F)F)C(=O)N(Cc2ccccn2)C2=C1C(=O)CC(C)(C)C2 (stereo not given)	-1%	-1%	8%
O=C(Cn1cc(C(F)(F)F)cc(Cl)c1=O)NCc1ccc(Cl)cc1	1%	-1%	-4%

Exported as comma-separated lines: entries from further up.
smiles,KAT2A inh,FEN1 inh,N370S GC mod
CCOC(=O)c1ccc(NC(=O)c2ccco2)cc1,-4%,-6%,4%
COc1ccc(C2C(C#N)=C(N)Oc3c2sc2nc(C)cc(C)c32)cc1 (stereo not given),-3%,-9%,4%
CCN1C(=O)/C(=C\N(C(C)=O)c2ccccc2)OC1=S,-10%,-3%,7%

Next section
SMILES	KAT2A inh	FEN1 inh	N370S GC mod
CCC(=O)Nc1nnc(SCC(=O)Nc2ccc3c(c2)OCCO3)s1	-5%	9%	1%
COC(=O)Cc1c(C)nc2nc[nH]n2c1=O	-2%	-6%	6%
CC(C)N(C(=O)c1ccc(-c2ccccc2F)cc1)C(C)C	-3%	3%	4%
CCn1c(-c2ccc(-c3ccccc3)cc2)c[nH]c1=S	-4%	0%	10%
O=C(NCc1ccc2c(c1)OCO2)c1nnc(Cc2ccc(F)cc2)o1	-1%	-6%	5%
CN1CCNC(=O)C1CC(=O)NCCc1ccccc1F (stereo not given)	-11%	-4%	-7%
COc1ccc(CNC(=O)COC(=O)c2cc(-c3ccc(Cl)s3)nc3ccccc23)cc1	4%	40%	10%
CCOc1ccc(N2CC(C(=O)OC)CC2=O)cc1 (stereo not given)	2%	-1%	2%
COc1cc(NC(=O)c2cc3ccccn3n2)cc(OC)c1OC	-8%	-12%	.
CC(C)[C@H](NC(=O)c1ccccc1Br)C(=O)OCc1nc2ccsc2c(=O)[nH]1	-3%	5%	2%
Cc1cc(S(=O)(=O)N2CCC3(CC2)OCCN3S(=O)(=O)c2cccs2)ccc1F	-5%	-5%	1%
COc1ccc(C(NC(C)=O)c2cc(Cl)c3cccnc3c2O)cc1 (stereo not given)	-6%	?	2%
COc1ccc(-c2nc(CS(=O)CC(=O)NCCc3ccccc3)c(C)o2)cc1OC (stereo not given)	-4%	-12%	.
CCc1ccc(NC(=O)C2(c3cccs3)CCOCC2)cc1	-5%	-10%	.
CC1CN(CC(O)COC(c2ccc(Cl)cc2)c2ccc(Cl)cc2)CC(C)O1 (stereo not given)	-14%	-19%	6%
O=C(Nc1ccc2c(c1)OCO2)c1cc(-c2ccc(Br)cc2)on1	2%	18%	.
NC(=O)C1CCN(C(=O)c2ccc3nc(N4CCCCC4)sc3c2)CC1	-1%	0%	-15%
COc1cc(/C=C/C(=O)Nc2cc(S(=O)(=O)N3CCOCC3)ccc2N2CCCC2)cc(OC)c1OC	2%	1%	-26%
O=C(NC1CCN(S(=O)(=O)c2ccc(Cl)c(F)c2)CC1)c1cccnc1	-5%	-12%	3%
CC(C(=O)Nc1cc(C(F)(F)F)ccc1Cl)n1nnc2sc3c(c2c1=O)CCCC3 (stereo not given)	-3%	-17%	.
COc1cc(OC)cc(C(=O)N[C@H](C(=O)Nc2c(C)n(C)n(-c3ccccc3)c2=O)C(C)C)c1	-3%	3%	.
CCOc1ccc(C(=O)OCc2nnc(-c3cccs3)o2)cc1OC	1%	-9%	3%
CCN(CC)S(=O)(=O)c1ccc(N2CCOCC2)c(NC(=O)CN2C(=O)NC(C)(c3ccccc3)C2=O)c1 (stereo not given)	?	-1%	-17%
Cn1cc(-c2nnnn2-c2ccc(Cl)cc2)c(C(F)(F)F)n1	-7%	-9%	-3%
CCN(CC)CCCNc1nc(-n2nc(C)cc2C)nc2sc3c(c12)CC(C)(C)OC3	-1%	2%	-7%

Exported bar-delimited: part of the list above
SMILES | KAT2A inh | FEN1 inh | N370S GC mod
CCOc1ccc(N2CC(C(=O)Nc3cc(Cl)ccc3-n3cncn3)CC2=O)cc1 (stereo not given) | -4% | 0% | -9%
CCN1CCN(C(=O)C2CC(=O)N(c3ccc(Cl)cc3)C2)CC1 (stereo not given) | -2% | 1% | -6%
O=C(CS(=O)(=O)c1cccc(C(F)(F)F)c1)Nc1ccccc1Cl | 0% | -21% | 3%
CCCCN(CC)CCCNC(=O)C1CCCN(c2ncnc3c2nc2n3CCCCC2)C1 (stereo not given) | -10% | 1% | .
COc1ccc(CCNc2ccc(C(CC(N)=O)NC(=O)Cc3ccc(Br)cc3)cc2[N+](=O)[O-])cc1 (stereo not given) | 3% | 13% | 3%
COc1ccc(NC(=O)CCC(=O)c2cccs2)cc1S(=O)(=O)Nc1ccccc1Cl | -4% | -8% | ?

Remaining list, next part:
SMILES	KAT2A inh	FEN1 inh	N370S GC mod
COc1cccc(OC)c1C(=O)O/N=C(\N)c1ccncc1	-12%	-2%	-6%
CCOc1ccc(C2C(C(=O)Nc3ccccc3C)=C(C)Nc3nnnn32)cc1 (stereo not given)	-12%	0%	.
O=C1C(=O)N(c2nccs2)C(c2ccccc2F)/C1=C(\O)c1ccc2c(c1)OCCO2 (stereo not given)	-13%	-11%	-8%
O=C(COC(=O)c1ccc(Br)cc1)Nc1cccnc1Cl	2%	-2%	.
CCOC(=O)/C(C#N)=C\c1ccc(OCC(=O)Nc2ccc(C)cc2C)c(OC)c1	?	-10%	5%
Cc1cc(NC(=O)Nc2cccs2)no1	3%	-22%	0%
COc1ccc(NC(=O)CC2C(=O)N(C)C(=S)N2Cc2ccc3c(c2)OCO3)cc1 (stereo not given)	-3%	-3%	11%
NS(=O)(=O)c1ccc(-c2ccc(C=C3C(=O)c4ccccc4C3=O)o2)cc1	2%	7%	-7%
Cc1cccnc1NC(=O)c1cc2ccccc2oc1=O	-13%	-5%	-1%
COc1ccc(-c2noc(COc3cc(C)c(Br)c(C)c3)n2)cc1OC	-1%	7%	.
O=C(CN1C(=O)NC(Cc2c[nH]c3ccccc23)C1=O)NCC(F)(F)F (stereo not given)	-16%	-15%	-2%
O=c1c(CCc2ccccc2)nc2cnc(Oc3ccccc3)nc2n1C1CC1	-15%	.	27%
COC(=O)c1c(C)[nH]c(C(=O)NCc2ccco2)c1C	-6%	2%	5%
CCOC(=O)c1nc(NCc2ccccc2C)c2ccccc2n1	0%	-3%	-11%
CN[C@@H](CCCN=C(N)N)C(=O)N[C@@H](CCCCN)C(=O)N1CCC[C@H]1C(=O)N[C@@H](Cc1c[nH]c2ccccc12)C(=O)N[C@H](C(=O)N[C@H](CC(C)C)C(=O)O)C(C)(C)C	-15%	.	0%
CSc1ccccc1OCc1cc(C(=O)NCc2cnc(C)cn2)no1	-16%	3%	-20%
Cc1ccc(S(=O)(=O)N2CCOC2CNC(=O)C(=O)NCC(C)C)cc1 (stereo not given)	-1%	13%	-9%
O=C(COC(=O)/C=C/c1cccc([N+](=O)[O-])c1)Nc1ccc(Cl)cn1	-3%	15%	.
Cc1cccc(-c2nc3c(c(=O)c4ccccc4n3C)c(=O)n2-c2ccccc2)c1	-12%	0%	1%
COc1ccc(C(=O)CSc2nnc(-c3cccnc3)n2Cc2ccco2)cc1	-1%	-5%	?
COc1ccc(CCNC(=O)C(C)n2nc(C)c3sc4ccccc4c3c2=O)c(OC)c1 (stereo not given)	-17%	?	.
O=C(O)COc1ccc(/C=C/C(=O)c2ccc3ccccc3c2)cc1	-7%	-8%	1%
Cc1ccc(OCc2n[nH]c(=S)n2-c2ccc(Cl)cc2)cc1	0%	4%	-8%
COCc1cc(C)nc2oc(C(=O)c3ccccc3)c(N)c12	-17%	3%	?

Screening results: PubChem BioAssay, National Center for Advancing Translational Sciences (NCATS)
